Source: PubChem
MEX-5 binding = C. elegans MEX-5 TCR-2 RNA binding activity. Q9XUB2. MEX-5/FITC-TCR2 RNA binding, fluorescence polarization; active compounds read low. activity score (negative = inhibition of binding), % at 10 µM. hit rate 0.38% among 300,000. AID 1832;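 active = inhibition past about -25% in most replicates, and total fluorescence under double the plate's negative control median, limit read from the data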;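 also: 0% = DMSO and -100% = 5 µM competing unlabeled TCR2 RNA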
AGP1 TOR yeast = yeast TOR pathway AGP1-GFP modulation; S. cerevisiae AGP1-GFP multiplex flow cytometry, 3 h; GFP as percent of DMSO wells; GFP response vs DMSO, % at 10 µM; hit rate 0.02% among 320,000; AID 2066;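 active = GFP response relative to DMSO above a set limit, near screen average plus 3 SD, cut at about 150% in these data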;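 also: median GFP channel fluorescence of the gated AGP1 strain per well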
MCL1-BIM inh = MCL1-BIM-BH3 interaction inhibition (human) | Q07820 | GST-MCL1 / FITC-Bim-BH3 fluorescence polarization | inhibition, % at 10.9 µM | hit rate 0.68% among 320,000 | AID 2057;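 active = inhibition above the mean inhibition of all tested compounds plus 3 SD, set per campaign, cut at about 40% in these data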;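 also: 0% = DMSO wells and 100% = unlabeled Bim-BH3 peptide control; higher means more loss of mP so more displacement of Bim peptide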
GRK2 inh = blocks RNA aptamer binding to human GRK2. hit rate 0.59% among 330,000. bead flow cytometry, FAM-aptamer displacement from GRK2. inhibition of aptamer binding, % at 10 µM. AID 488847. P25098;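 active = inhibition of aptamer binding above 40%, roughly 3 SD of noise, on plates passing a quality check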;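 also: median bead fluorescence of bound FAM aptamer so fluorescent compounds give negative values; no value below 0 was filed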
Target sequence (P25098 whole entry, looked up): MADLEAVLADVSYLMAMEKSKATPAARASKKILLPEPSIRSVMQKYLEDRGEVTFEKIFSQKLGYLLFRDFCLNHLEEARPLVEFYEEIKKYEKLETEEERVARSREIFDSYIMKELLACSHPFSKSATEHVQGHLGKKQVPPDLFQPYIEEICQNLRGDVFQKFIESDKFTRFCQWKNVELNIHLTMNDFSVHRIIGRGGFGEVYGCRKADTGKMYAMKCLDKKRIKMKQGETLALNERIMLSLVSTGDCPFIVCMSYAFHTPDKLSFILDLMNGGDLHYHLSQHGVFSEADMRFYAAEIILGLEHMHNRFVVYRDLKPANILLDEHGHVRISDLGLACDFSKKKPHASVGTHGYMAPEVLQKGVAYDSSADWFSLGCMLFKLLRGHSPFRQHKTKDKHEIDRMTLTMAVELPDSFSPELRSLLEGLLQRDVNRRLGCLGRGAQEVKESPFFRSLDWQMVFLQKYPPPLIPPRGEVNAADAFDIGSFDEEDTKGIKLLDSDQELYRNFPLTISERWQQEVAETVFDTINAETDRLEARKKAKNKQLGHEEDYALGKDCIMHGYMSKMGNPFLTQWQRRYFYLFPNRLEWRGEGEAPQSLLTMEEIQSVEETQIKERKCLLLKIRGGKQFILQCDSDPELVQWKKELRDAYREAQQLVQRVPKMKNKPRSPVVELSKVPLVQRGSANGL
CIT2 TOR yeast = alters CIT2-GFP fluorescence in TOR pathway yeast screen; S. cerevisiae CIT2-GFP strain, flow cytometry, 3 h; 100 means same as DMSO wells; GFP response vs DMSO, % at 10 µM; hit rate 0.065% among 320,000;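 active = GFP response relative to DMSO above a set limit, near the screen mean plus 3 SD, cut at about 150% in these data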;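 also: ratio of well median GFP fluorescence to mean of DMSO wells on the plate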
Bcl-xL primary = Bcl-xL (human) inhibition; hit rate 0.7% among 320,000; inhibition, % at 10.9 µM; Q07817; AID 2129; GST-Bcl-xL / FITC-Bim BH3 peptide fluorescence polarization;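 active = inhibition above the mean of all tested compounds plus 3 SD, cutoff set per campaign, cut at about 30% in these data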;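 also: 0% = DMSO wells and 100% = unlabeled Bim-BH3 peptide competitor; inhibitors lower millipolarization by displacing the labeled peptide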
Target sequence (Q07817 whole entry, looked up): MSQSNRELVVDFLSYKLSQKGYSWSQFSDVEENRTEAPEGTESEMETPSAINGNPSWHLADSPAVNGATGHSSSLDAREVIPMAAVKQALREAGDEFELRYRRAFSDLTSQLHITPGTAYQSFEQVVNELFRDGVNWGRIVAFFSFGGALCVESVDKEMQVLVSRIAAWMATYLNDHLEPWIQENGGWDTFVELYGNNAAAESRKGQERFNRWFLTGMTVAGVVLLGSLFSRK
GLD-1 RNA inh = GLD-1-TGE RNA interaction inhibition (C. elegans) | purified GLD-1 + fluorescein TGE RNA, fluorescence polarization | inhibition, % at 5.96 µM | hit rate 0.44% among 320,000 | AID 2280;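 active = percent inhibition above a per-plate cutoff, the plate mean of test compounds plus 3 SD, cut at about 30% in these data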;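 also: 0% = DMSO wells with GLD-1 and probe and 100% = wells lacking GLD-1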
CR mimetic SO = caloric restriction mimetics inhibiting age-related superoxide in yeast; S. cerevisiae aged cells, superoxide DHE fluorescence; active compounds read low; superoxide response (% of plate mean), % at 10 µM; hit rate 0.18% among 330,000; AID 2690;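 active = superoxide response under a set limit, about three screen SD below normal, cut at about 65% in these data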;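 also: yeast aged for seven days with compound at 30 °C before DHE staining; 100% = average MFI of all compound-treated wells on the plate with controls excluded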
VLA-4 inh = inhibition in a human VLA-4 binding assay; P13612; VLA-4 expressing cells, ligand binding flow cytometry; hit rate 0.2% among 330,000; inhibition, % (about 7 µM as worked out from the volumes in the protocol); in the data active = inhibition above about 50%
Starred values were filed as active, the others as inactive; · = no result given.

SMILES	MEX-5 binding	AGP1 TOR yeast	MCL1-BIM inh	GRK2 inh	CIT2 TOR yeast	Bcl-xL primary	GLD-1 RNA inh	CR mimetic SO	VLA-4 inh
O=C(CCC(=O)OCC(F)(F)C(F)F)Nc1ccccc1F	0.8	88	-6	0	98	4	8	98	0
COc1cccc(OC)c1C(=O)Nc1nnc(-c2cccs2)s1	0.1	103	10	4	103	1	-1	100	-5
O=C(CN1CCSCC1)c1c[nH]c2ccccc12	1.8	104	-5	1	92	-1	0	106	-3
CC1CCC(C(=O)NC(C(=O)NCc2cccnc2)C(C)C)CC1 (centres undefined)	1.8	·	2	0	104	1	3	111	11
O=C(Cn1c(=O)cnc2ccccc21)N1CCN(S(=O)(=O)c2ccc(F)cc2)CC1	-0.7	91	-17	1	99	-15	3	108	-2
COc1cccc(N(Cc2nnc3n2CCCCC3)C(=O)Nc2ccccc2)c1	1.8	89	2	3	90	4	1	77	-1
COc1ccc(NC2CCCN(C(=O)c3cccc(N4CCNC4=O)c3)C2)cc1 (centres undefined)	·	100	-8	1	100	-7	3	98	2
O=C(c1ccccc1)N1CCN(CC(O)COc2cccc3ccccc23)CC1 (centres undefined)	-0.7	101	6	0	96	2	-2	111	22
N#Cc1cc(-c2ccccc2)cnc1Sc1ccccc1	1.2	97	2	1	99	-3	6	95	2
CC1CCc2c(sc(NC(=O)COC(=O)c3ccc(NC(=O)CC#N)cc3)c2C#N)C1 (centres undefined)	2.7	102	-30	2	91	-19	-16	96	-12
CCC(C)n1c(-c2cc(OC)c(OC)c(OC)c2)nc2nc3ccccc3nc21 (centres undefined)	-4.5	101	5	4	96	4	0	98	14
O=S(=O)(NCc1csc(-c2cccs2)n1)c1cccs1	0.0	104	5	2	94	5	-5	98	4
CCC(=O)c1cn(CCOc2ccccc2OC)c2ccccc12	1.8	87	-2	0	95	3	3	93	17
O=C(CSc1cccc2cccnc12)Nc1cc(C(=O)O)cc(C(=O)O)c1	1.9	99	4	1	97	8	-2	102	15
CCOC(=O)CCNC(=O)N1CCCC(C(=O)c2cccc(OC(C)C)c2)C1 (centres undefined)	-3.1	99	-1	1	106	-3	6	106	7
N#Cc1ccc(NC(=O)Cn2cnc(S(=O)(=O)N3CCCC3)c2)cc1	1.5	101	-6	0	94	1	7	110	12
S=C(NCCc1ccccc1)Nc1ccc(Br)cn1	0.7	92	-4	0	91	-11	4	112	15
Cc1ccc(/C=N/Nc2ccccn2)s1	2.7	101	2	0	102	-1	-1	91	-16
CCCC(=O)NC(=S)Nc1ccc(C(C)=O)cc1	0.4	103	5	2	100	1	-3	97	14
O=c1c2ccccc2ccc2ccccc12	·	87	-5	2	98	-1	-1	93	11
Cc1ccc(NC(=O)c2sc3ncn(CC(=O)N4CCOCC4)c(=O)c3c2C)c(Br)c1	-0.4	95	3	3	99	1	-4	99	7
Cc1ccsc1C(=O)Nc1ccc(O)c(-c2nc3ccccc3s2)c1	4.2	106	1	1	103	0	-8	104	0
Cc1ccc(NC(=O)CS(=O)CC(=O)NCCCc2ccccc2)cc1Cl (centres undefined)	-2.3	98	8	0	105	5	2	110	6
O=C(CCS(=O)(=O)c1cccs1)NC1CCCCCC1	0.4	101	6	0	104	3	0	93	9
O=C(O)/C(=N/NC(=O)c1ccc(Cl)cc1)c1ccccc1	2.2	98	5	0	97	0	2	96	20

For convenience, some entries already given.
SMILES	MEX-5 binding	AGP1 TOR yeast	MCL1-BIM inh	GRK2 inh	CIT2 TOR yeast	Bcl-xL primary	GLD-1 RNA inh	CR mimetic SO	VLA-4 inh
O=C(CCS(=O)(=O)c1cccs1)NC1CCCCCC1	0.4	101	6	0	104	3	0	93	9
O=C(O)/C(=N/NC(=O)c1ccc(Cl)cc1)c1ccccc1	2.2	98	5	0	97	0	2	96	20

Filtered by structure: the compounds so far with a COOH group (2)
SMILES	MEX-5 binding	AGP1 TOR yeast	MCL1-BIM inh	GRK2 inh	CIT2 TOR yeast	Bcl-xL primary	GLD-1 RNA inh	CR mimetic SO	VLA-4 inh
O=C(CSc1cccc2cccnc12)Nc1cc(C(=O)O)cc(C(=O)O)c1	1.9	99	4	1	97	8	-2	102	15
O=C(O)/C(=N/NC(=O)c1ccc(Cl)cc1)c1ccccc1	2.2	98	5	0	97	0	2	96	20

Next section:
SMILES	MEX-5 binding	AGP1 TOR yeast	MCL1-BIM inh	GRK2 inh	CIT2 TOR yeast	Bcl-xL primary	GLD-1 RNA inh	CR mimetic SO	VLA-4 inh
CCOCCCNC(=S)N1CCC(C(=O)c2ccc3c(c2)OCCO3)CC1	1.3	92	5	0	90	2	2	99	-14
CSc1ccc(S(=O)(=O)Nc2ccc(OCC(=O)N3CCOCC3)cc2)cc1	-1.1	105	10	2	95	5	4	99	7
OCCC1CN(Cc2cn[nH]c2C2CCCCC2)CCN1Cc1ccccc1 (centres undefined)	5.5	96	-6	0	105	2	2	117	-3
Clc1ccc(-c2nnc(NC3=NCCCCC3)o2)cc1	·	99	2	0	91	4	4	103	-1
CCNC(=O)Nc1cc(OC)c(OC)cc1C(=O)O	0.3	111	-6	0	111	-1	5	96	-1
Cc1cccc2sc(N3CCN(C(=O)c4cccs4)CC3)nc12	1.9	101	1	2	92	5	5	107	-9
CC(/C=C/c1ccco1)=N\NC(=O)c1cccc(Cl)c1	-1.4	94	-3	1	93	-2	1	91	-12
ONC(=Nc1ccccc1)c1ccccc1Cl	-1.6	103	-1	0	102	2	-7	110	10
O=C(CCC(=O)c1cccs1)Nc1nnc(C2CC2)s1	-0.1	102	7	0	89	7	5	94	-14
CN(C)c1nc2ccc(OCCN3CCCCC3)cc2s1	0.8	98	-1	2	103	-2	3	115	13
O=C(Cc1ccccc1)NC(=S)Nc1ccc2oc(-c3ccccc3)nc2c1	·	93	-15	0	95	0	-2	83	-4
COc1ccc(O)c(C(=O)c2cnc3nc4ccccc4n3c2)c1	0.4	99	-5	0	107	8	-6	92	-12
Cc1cc(C)n2ncc(C(=O)Nc3cccc(O)c3)c2n1	-0.7	95	5	0	99	3	-2	98	-10
CCn1c(C(O)c2cc(OC)c(OC)c(OC)c2)nc2ccccc21 (centres undefined)	2.3	99	6	1	98	6	-4	115	11
COC(=O)c1cccc(C(=O)Nc2ccc(C)cc2Br)n1	-0.3	88	-4	0	90	1	-2	118	-5
CCOC(=O)CNC(=O)N1CCCC(C(=O)c2ccccc2SC)C1 (centres undefined)	1.6	110	-3	2	107	-3	3	116	10
CCC(CC)c1nnc(NC(=O)C2CC(=O)N(c3ccc4c(c3)OCCO4)C2)s1 (centres undefined)	-1.6	108	5	3	105	4	6	89	1
CC(=O)Nc1cccc(/C(C)=N/NC(=O)c2ccc(Cl)cc2Cl)c1	1.2	87	4	0	89	-2	-3	107	0
CC(C)(C)c1ccc(COC(=O)Nc2ccc(F)cc2)cc1	3.9	99	0	2	106	2	1	94	6
Clc1ccc(-c2cnnc(-c3ccccn3)n2)cc1	·	95	·	10	92	·	-1	121	9
Cc1ccc2c([N+](=O)[O-])c(C)ccc2n1	-1.8	103	-2	2	99	8	8	104	51*
CCOC(=O)C(C)Oc1ccc(OCc2ccccc2)cc1 (centres undefined)	-1.5	102	-7	2	96	2	-4	108	5
CCOC(=O)C1CCCN(C(=O)COC(=O)c2ccc(C#N)cc2)C1 (centres undefined)	-2.8	96	4	1	101	4	3	91	16
C/C(=N\N=C(N)N)c1ccc(C)c(C)c1	1.4	103	5	0	91	0	4	93	4
COC(=O)c1ccccc1-n1cccc1C(=O)NP(=O)(N1CCOCC1)N1CCOCC1	3.5	95	6	12	102	6	0	96	9

Random excerpt: 3 records from the list
SMILES	MEX-5 binding	AGP1 TOR yeast	MCL1-BIM inh	GRK2 inh	CIT2 TOR yeast	Bcl-xL primary	GLD-1 RNA inh	CR mimetic SO	VLA-4 inh
CCOC(=O)C1CCCN(C(=O)COC(=O)c2ccc(C#N)cc2)C1 (centres undefined)	-2.8	96	4	1	101	4	3	91	16
CC(=O)Nc1cccc(/C(C)=N/NC(=O)c2ccc(Cl)cc2Cl)c1	1.2	87	4	0	89	-2	-3	107	0
CSc1ccc(S(=O)(=O)Nc2ccc(OCC(=O)N3CCOCC3)cc2)cc1	-1.1	105	10	2	95	5	4	99	7

Additional entries follow.
SMILES	MEX-5 binding	AGP1 TOR yeast	MCL1-BIM inh	GRK2 inh	CIT2 TOR yeast	Bcl-xL primary	GLD-1 RNA inh	CR mimetic SO	VLA-4 inh
COc1ccc(NC(=O)c2oc3ccccc3c2NC(=O)C2CCCO2)cc1OC (centres undefined)	0.0	99	2	2	97	4	70*	83	4
CC(=O)Nc1ccc(Oc2ccc(NC(C)=O)c(NC(C)=O)c2)cc1	-0.7	111	0	2	116	5	7	102	39
Cc1c(NC(=O)CN2CCN(c3ccc([N+](=O)[O-])cc3)CC2)c(=O)n(-c2ccccc2)n1C	-2.4	107	-6	0	105	-2	-7	97	7
CCOC(=O)C1C(=O)NC(c2ccccc2)=NC1c1ccccc1 (centres undefined)	0.2	101	7	0	114	9	5	98	12
O=C(NCC1(c2ccccc2)CCCC1)c1ccco1	-0.9	104	6	5	92	6	6	88	16
Cc1ccc(S(=O)(=O)N2CCCCC2)cc1C(=O)OC1CCCCC1=O (centres undefined)	-0.2	84	-9	3	85	-7	4	107	10
CN1CCN(CCCNC(=O)Nc2cccc3ccccc23)CC1	1.2	98	2	0	94	7	-1	104	-1
CN1C(=O)C(/C(N)=N/NC(=O)c2ccccc2)C2CC1(C)Oc1ccccc12 (centres undefined)	2.1	113	-2	0	109	2	-3	120	20
CC1CN(c2ccc([N+](=O)[O-])c(NCCOc3ccccc3)c2)CCN1 (centres undefined)	-0.4	106	16	0	102	7	7	98	8
CCO[C@H]1OC(C(=O)NCc2ccccc2)=C[C@@H](c2coc3ccccc3c2=O)[C@@H]1CCCO	-0.9	86	2	2	111	3	-1	102	-1
Cc1ccccc1NC(=O)CC1C(=O)Nc2ccccc2N1CC(=O)N(C)C1CCS(=O)(=O)C1 (centres undefined)	·	104	-4	0	98	-3	3	119	1
O=C(NCc1ccccc1)C(=O)Nc1nc(-c2ccccc2)cs1	-1.7	102	2	·	93	2	3	101	0
Cc1ccc(NS(=O)(=O)c2c(C)ccc3nsnc23)c([N+](=O)[O-])c1	1.6	100	-8	0	98	-3	-8	92	4
CN(C)c1ccc(C=Nc2cnn(C)c2C(N)=O)cc1	-0.8	98	0	1	95	-2	-1	106	13

Some values from the list:
CC1CN(c2ccc([N+](=O)[O-])c(NCCOc3ccccc3)c2)CCN1 (centres undefined) in GRK2 inh = 0
CCOC(=O)CCNC(=O)N1CCCC(C(=O)c2cccc(OC(C)C)c2)C1 (centres undefined) in Bcl-xL primary = -3
CC(=O)Nc1ccc(Oc2ccc(NC(C)=O)c(NC(C)=O)c2)cc1 in MEX-5 binding = -0.7
CSc1ccc(S(=O)(=O)Nc2ccc(OCC(=O)N3CCOCC3)cc2)cc1 in MEX-5 binding = -1.1
